Bioassay records as filed in PubChem BioAssay.
GLP-1R inv ag: inverse agonists of human GLP-1 receptor; HEK293 GLP-1R CRE-luciferase, luminescence, 24 h; GLP-1R form is constitutively active; Potency, µM (series often up to 38.3 µM), for inactives: top-dose activity change, negative = inhibition, hits mostly inhibitors; 410,000 compounds, 1.6% hits; AID 624417; further: on the % scale 0 is the no-effect control and ±100 the full control effect; nearly all actives have a fitted effect of over 55% in size
Target sequence (P43220 whole entry, looked up): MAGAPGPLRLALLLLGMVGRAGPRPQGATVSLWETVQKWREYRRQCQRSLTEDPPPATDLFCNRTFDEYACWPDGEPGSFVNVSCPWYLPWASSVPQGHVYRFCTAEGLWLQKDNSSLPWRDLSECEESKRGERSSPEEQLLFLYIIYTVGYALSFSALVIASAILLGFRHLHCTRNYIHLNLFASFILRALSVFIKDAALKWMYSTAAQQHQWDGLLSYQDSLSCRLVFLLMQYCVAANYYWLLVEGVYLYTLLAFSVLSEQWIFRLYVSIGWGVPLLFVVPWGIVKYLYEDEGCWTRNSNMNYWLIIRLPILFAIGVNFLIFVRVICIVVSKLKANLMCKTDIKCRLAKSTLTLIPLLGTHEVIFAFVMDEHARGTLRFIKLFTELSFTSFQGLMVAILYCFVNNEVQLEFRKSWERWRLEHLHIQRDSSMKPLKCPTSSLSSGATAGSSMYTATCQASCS
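Cells are plated, allowed 12 hours at 37 deg C, then treated with compounds for 24 hr before luciferase detection reagent is added and luminescence is read after 12 min at room temperature. The HEK293 line carries constitutively active GLP-1R with a cAMP-responsive reporter.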
KB-3-1 tox: kills parental KB-3-1 adenocarcinoma cells | KB-3-1 viability, CellTiter-Glo ATP luminescence, 72 h | Potency, µM (top dose mostly 46.1 µM), for the others: at the highest dose activity change, negative = cytotoxic, actives largely listed as cytotoxic | 400,000 compounds, 1.4% hits; further: on the % scale 0 is the no-effect control and ±100 the full control effect; nearly all actives have a fitted effect of over 60% in size
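KB-3-1 cells, DMEM (no phenol red) + 10% FBS; compound by pin transfer, 72 h, 37 °C. Readout: CellTiter-Glo luminescence after 10 min. Data normalized, curve-fitted.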
GLP1R ag: GLP-1 receptor (human) agonism | P43220 | HEK293 GLP-1R CRE-luciferase, luminescence, 4-6 h; cells express a hypersensitive GLP-1R form | Potency, µM (titrated, usually from 45.6 µM), for the others: top-dose activation, usual class: activators | 380,000 compounds, 0.007% hits | AID 624172; further: % of control where 0% means no effect
TDP43 rescue: rescues yeast growth from TDP-43 toxicity; TDP-43 expressing yeast growth rescue, BacTiter-Glo, 24 h; Potency, µM (top dose mostly 46.1 µM), inactives show at the highest dose growth rescue (activation), most hits filed as activators; 410,000 compounds, 1.8% hits; AID 652104; further: % of control where 0% means no effect; nearly all actives have a fitted effect of over 50% in size
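Readout is BacTiter-Glo luminescence of cell growth, so inhibitors register as activators. TDP-43-expressing yeast at OD600=0.02 in galactose medium, after raffinose pregrowth to mid-log, were incubated with compound for 24 hr at 30 deg C.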
SW480 rereplic: DNA re-replication induction in SW480 cells; Potency, µM (series often up to 46.1 µM), inactives show top-dose re-replication activation, most hits filed as activators; AID 624297; SW480 DNA re-replication, Hoechst DNA content imaging, 48 h; 340,000 compounds, 1.8% hits; further: % of control where 0% means no effect; nearly all actives have a fitted effect of over 55% in size
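First, 250 cells per well were seeded. Next, compound or vehicle (23 nL) was pinned in, plates sat 48 hr at 37 C. Finally Hoechst was added for 40 min before fluorescence scanning.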
KB-V1 MDR tox: kills drug-selected multidrug resistant KB-V1 cells; KB-V1 MDR cells viability, CellTiter-Glo, 72 h; AID 1347076; Potency, µM (series often up to 46.1 µM), for inactives: at the highest dose activity change, negative = cytotoxicity, actives largely listed as cytotoxic; 400,000 compounds, 3.4% hits; further: on the % scale 0 is the no-effect control and ±100 the full control effect; nearly all actives have a fitted effect of over 60% in size
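Luminescent ATP read-out (CellTiter-Glo, 10 min) measures survival of drug-selected KB-V1 MDR cells after 72 h, 37 degrees C compound exposure. Medium: phenol-red-free DMEM, 10% FBS. Values from fitted concentration-response curves.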
HT1080NT lethal: kills 2HG-producing HT-1080-NT fibrosarcoma cells; 360,000 compounds, 1.6% hits; Potency, µM (top dose mostly 46.1 µM), inactives show at the top dose activity, negative = less viability, usual class: cytotoxic; HT-1080-NT fibrosarcoma viability, CellTiter-Glo ATP luminescence, 48 h; AID 686970;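 further: NT is the 2HG producing partner of a matched IDH1 knockdown line; 0% = DMSO-treated cells and -100% = media-only wells without cells; nearly all actives have a fitted effect of over 55% in size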
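HT-1080-NT; 750 cells/well; 5% FBS RPMI; 48 h compound, 37 degrees C; CellTiter-Glo luminescence; curve fitting and curve-class assignment.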
HT1080 IDH1KD tx: kills HT-1080 cells with IDH1 knockdown; Potency, µM (doses to about 46.1 µM), without a hit: at the highest dose activity, negative = toxicity, actives largely listed as cytotoxic; 360,000 compounds, 2% hits; AID 686971; HT-1080 IDH1 knockdown viability, ATP luminescence, 48 h;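 further: 0% = DMSO wells and -100% = cell-free medium wells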
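HT-1080-IDH1KD cells (IDH1 knocked down), 750/well in RPMI with 5% FBS, treated with compound 48 h at 37 degrees C. Viability by CellTiter-Glo luminescence, normalised to DMSO and no-cell wells; concentration-response curves classed.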
HEK293 tox: cytotoxic in the GLP-1 receptor inverse agonist counter-screen. HEK293 cAMP-luciferase reporter cells, luminescence, 24 h. Potency, µM (doses to about 38.3 µM), for inactives: top-dose activity change, negative = inhibition, usual class: inhibitors. 410,000 compounds, 0.13% hits;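 further: loss of luciferase light is scored as toxicity; on the % scale 0 is the no-effect control and ±100 the full control effect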
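To flag toxic compounds, the library was rerun on cells for 24 hr at 37 deg C and 5% CO2. Viability-linked luminescence was captured 12 min after adding luciferase detection reagent.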
Active calls of the source: *; ? = inconclusive; . = no result given; [ ] = another dose, or the depositor's remark. The call rests on the fitted dose curve; in most records, active means well fitted curve in the direction sought with a large enough effect; inconclusive means small, poorly fitted or top-dose-only effect, or another doubt; inactive means no such curve, though single readings can be large; an effect the other way counts as inactive or inconclusive. Potency means the concentration at half of the fitted maximal effect.

nr | Molecule | GLP-1R inv ag | KB-3-1 tox | GLP1R ag | TDP43 rescue | SW480 rereplic
1 | Cc1ccc(S(=O)(=O)N2CCOCC2)cc1C(=O)OCC(=O)N1CCCCC1 | 0% | 5% | 9% | -23% | -4%
2 | C=C(C)c1cccc(C(C)(C)NC(=O)Nc2cc(C)ccn2)c1 | ? | ? | 21% | 3% | 18%
3 | CCc1ccc(CNCCSc2nnnn2C)cc1 | 4% | 10% | -1% | 0% | -9%
4 | O=C(Nc1ccccc1-c1nnn(CC(=O)N2CCOCC2)n1)c1ccccc1F | 1% | -8% | 0% | 3% | 0%
5 | CCOC(=O)c1cccc(NC(=O)c2cc3c(=O)n(C)c4ccccc4c3n2C)c1 | 5% | 24% | 0% | 0% | .
6 | COc1ccc(/C=C(/NC(=O)c2ccco2)C(=O)Nc2ccc(C(=O)O)cc2)cc1 | 12% | 9% | -1% | 10% | -4%
7 | Cc1nc(N=C(N)N)nc2ccccc12 | -6%[7.66 µM] | 8.2µM* | -9% | -7%[9.22 µM] | 13%
8 | COc1cccc(CNC(=S)Nc2cc(C)cc(C)c2)c1 | 15% | 11% | 6% | -7% | -2%
9 | CCc1nc2ccc(C(=O)N3CCN(C(=O)c4ccco4)CC3)cn2c1N(C)C(=O)C1CCCCC1 | 18% | 0% | -6% | ? | .
10 | O=C(CSc1nc2ccccc2s1)c1ccc(O)cc1O | ? | 0% | -1% | 21% | -4%

nr | KB-V1 MDR tox | HT1080NT lethal | HT1080 IDH1KD tx | HEK293 tox
1 | 18µM* | -6% | 1% | 1%
2 | 16µM* | -5% | -13% | 3%
3 | -27% | 1% | 0% | -5%
4 | -6% | -2% | -1% | 4%
5 | 0% | . | . | 0%
6 | 0% | 7% | 12% | 6%
7 | ? | -4% | ? | 0%[7.66 µM]
8 | -1% | 8% | 5% | -7%
9 | 4% | 3% | -1% | 1%
10 | -6% | -10% | -16% | 0%

Additional results.
nr | Molecule | GLP-1R inv ag | KB-3-1 tox | GLP1R ag | TDP43 rescue | SW480 rereplic
11 | CCN(CC(=O)N1CCN(c2ccccc2)CC1)S(=O)(=O)c1ccc(C)cc1 | -11% | 6% | 1% | 7% | -8%
12 | Cc1ccc(Oc2ccc(NC(=O)Cn3ccsc3=N)cc2)cc1 | 0% | ? | -16% | -11% | 13%
13 | Cc1c(Cl)cccc1Nc1nn2c(=O)c3ccc(C(=O)NCCc4ccccc4)cc3nc2s1 | 4% | 1% | . | 0% | .
14 | O=C(CNc1ccc(C(F)(F)F)cc1)Nc1cccc(S(=O)(=O)N2CCCC2)c1 | ? | -8% | 8% | 0% | 0%
15 | Cc1cccn2c(=O)c3cc(C(=O)NC4CCS(=O)(=O)C4)sc3nc12 (centres undefined) | 57%[activator] | 4% | -5% | 26% | 4%
16 | CCOc1cnc(-c2ccccc2F)o1 | 0% | 1% | 3% | 20% | -23%
17 | COc1ccc(Cl)cc1CN1C(=O)C(Cc2ccccc2)ON=C1C (centres undefined) | ? | -5% | 4% | ? | .
18 | CC(O)C(NS(=O)(=O)c1ccc(Cl)cc1)C(=O)OCc1nnc(-c2ccccc2)o1 (centres undefined) | 3% | 20% | -3% | 14% | -3%
19 | COC(=O)c1cc(NS(=O)(=O)c2cccc(Cl)c2)ccc1N1CCOCC1 | -23% | 3% | -5% | 15% | 28%
20 | O=C(O)CN1CCN(Cc2ccccc2F)C1=O | 7% | 0% | 0% | -15% | -11%

nr | KB-V1 MDR tox | HT1080NT lethal | HT1080 IDH1KD tx | HEK293 tox
11 | ? | 8% | -3% | 3%
12 | -26% | -26% | ? | ?
13 | 23% | . | . | 4%
14 | 24% | -10% | -20% | -11%
15 | 25% | 8% | 6% | 4%
16 | 2% | 10% | 13% | 5%
17 | -24% | -20% | -11% | 1%
18 | ? | 10% | 15% | -10%
19 | -18% | 3% | 2% | 7%
20 | ? | 11% | 0% | 6%

Entries by screen from above.
Entries 13 to 19 in TDP43 rescue: 0%, 0%, 26%, 20%, ?, 14%, 15%
Entries 13 to 19 in HT1080NT lethal: ., -10%, 8%, 10%, -20%, 10%, 3%
Entries 13 to 19 in KB-V1 MDR tox: 23%, 24%, 25%, 2%, -24%, ?, -18%

Later entries:
nr | Molecule | GLP-1R inv ag | KB-3-1 tox | GLP1R ag | TDP43 rescue | SW480 rereplic
21 | COCn1cnc(-c2ccccc2)c1-c1ccccc1 | ? | 3% | 10% | -6% | -5%
22 | CCN(CC)c1cc(CS(=O)c2ccccc2)nc(-c2ccccc2)n1 (centres undefined) | -6% | -18% | -2% | -4% | 1%
23 | Nc1nc(CN2CCN(Cc3ccccc3)CC2)nc(Nc2ccc3c(c2)OCCO3)n1 | -24% | -7% | 14% | -2% | -3%
24 | CCc1ccccc1NC(=O)C(C)n1c(=O)cc(C)c2c(C)nn(-c3ccccc3)c21 (centres undefined) | 0% | 15% | . | 14% | .
25 | Cc1ccc(CN(C)C(=O)c2cccc(S(=O)(=O)N3CCN(Cc4ccccc4)CC3)c2)o1 | ? | -20% | 2% | -14% | -6%
26 | NC(=O)c1ccccc1NC(=O)CCCCCn1nnc2ccccc2c1=O | 9% | -2% | -6% | -1% | 0%
27 | C/C(=N/NC(=O)c1cc(-c2ccc(Cl)s2)[nH]n1)c1ccco1 | 15% | ? | 6% | 12% | 9%
28 | COc1cc(NS(=O)(=O)c2ccc3c(c2)n(C)c(=O)n3C)cc(OC)c1 | 40%[activator] | -37% | -2% | -9% | -9%
29 | CCCC(=O)Nc1ccc(S(=O)(=O)N2CCC(c3nc4ccccc4[nH]3)CC2)cc1 | 9% | -10% | 11% | 4% | 2%
30 | CC(C)OC(=O)NCN1C(=O)C2C3C=CC(C3)C2C1=O (centres undefined) | 1% | -3% | -8% | 7% | -1%

nr | KB-V1 MDR tox | HT1080NT lethal | HT1080 IDH1KD tx | HEK293 tox
21 | 47% | 2% | 0% | 0%
22 | -17% | -6% | -4% | 12%
23 | -15% | -1% | -6% | -20%
24 | 12% | . | . | 25%
25 | -43% | -11% | -12% | 14%
26 | -15% | 11% | 1% | -5%
27 | -19% | -15% | -19% | 21%
28 | -29% | -3% | -2% | -3%
29 | 26% | -3% | -11% | 12%
30 | 4% | 10% | 9% | -11%

The list continues:
nr | Molecule | GLP-1R inv ag | KB-3-1 tox | GLP1R ag | TDP43 rescue | SW480 rereplic
31 | O=C(Nc1ccccc1)Nc1nnc(COc2ccccc2F)s1 | ? | -7% | -18% | 8% | 5%[9.22 µM]
32 | COc1ccc(C(=O)NCCS(=O)(=O)NCC2CCCO2)cc1 (centres undefined) | 3% | -10% | 12% | -17% | -9%
33 | Cc1ccc(NS(=O)(=O)c2ccc(-c3csc(C)n3)s2)c(C)c1 | ? | -11% | 16% | ? | -4%
34 | COc1ccccc1NC(=O)Nc1c(C)n(C)n(-c2ccccc2)c1=O | 33%[activator] | 18% | -8% | -2% | -10%
35 | CCN(CC)S(=O)(=O)c1ccc(C)c(NC(=O)COc2ccc(Br)cc2Cl)c1 | 11% | 1% | 0% | 8% | 5%
36 | Cc1nnc(NCc2ccccc2)c2ccccc12 | -13% | 1% | -5% | -2% | 7%
37 | CCN(CC)C(=O)CSc1nnc2nnc3cc(C)ccc3n12 | 26% | -16% | 13% | -32%[1.82 µM] | 14%
38 | CC(CCc1ccccc1)NC(=O)COC(=O)C1CCC(C(C)(C)C)CC1 (centres undefined) | -27% | 1% | 13% | 8% | -2%
39 | Cc1ccc(NC(=O)N2CCCCC2)cc1[N+](=O)[O-] | -7% | -1% | 7% | -3% | -2%
40 | Cc1ccc(C(=O)Nc2cc(=O)n(C)c(=O)n2C)o1 | 22% | 12% | -4% | -3% | -6%

nr | KB-V1 MDR tox | HT1080NT lethal | HT1080 IDH1KD tx | HEK293 tox
31 | -17% | -3% | -13% | -14%
32 | 0% | 8% | 20% | 3%
33 | -3% | ? | ? | 0%
34 | -12% | 6% | -7% | 3%
35 | -7% | 13% | 0% | -2%
36 | -5% | -14% | -10% | 2%
37 | 21µM* | 4% | -6% | 28%
38 | -3% | 20% | 21% | -14%
39 | 10% | -5% | -10% | -15%
40 | -9% | 4% | 3% | 8%

(cont.)
nr | Molecule | GLP-1R inv ag | KB-3-1 tox | GLP1R ag | TDP43 rescue | SW480 rereplic
41 | COc1ccc(-c2cc(C(=O)N3CCc4ccccc4C3)no2)cc1 | ? | -5% | 3% | 6% | ?
42 | COc1ccccc1NC(=O)CSc1ccc2nnc(-c3ccccn3)n2n1 | 1% | 20% | 2% | 19% | -9%
43 | O=C(NC(=S)Nc1cccnc1)c1cc2ccccc2o1 | 7% | 4% | -4% | ? | ?
44 | CC(C)=CCC[C@H](C)C[C@@H]1Cc2[nH]c(=S)[nH]c(=O)c2[C@@H](c2ccc(F)cc2)O1 | ? | ? | -1% | 0% | .
45 | CC(C)(C)c1cc(=O)n2c(C#N)c(C#N)nc2[nH]1 | 7% | 5% | -7% | 0% | 0%

nr | KB-V1 MDR tox | HT1080NT lethal | HT1080 IDH1KD tx | HEK293 tox
41 | 20% | 5% | 3% | -10%
42 | ? | 8% | 2% | 0%
43 | 1% | ? | ? | 7%
44 | -5% | -22% | -26% | -14%
45 | 23% | -1% | 0% | -10%

5 compounds from above, limited to HT1080 IDH1KD tx:
| item | smiles | HT1080 IDH1KD tx |
| --- | --- | --- |
| 41 | COc1ccc(-c2cc(C(=O)N3CCc4ccccc4C3)no2)cc1 | 3% |
| 42 | COc1ccccc1NC(=O)CSc1ccc2nnc(-c3ccccn3)n2n1 | 2% |
| 43 | O=C(NC(=S)Nc1cccnc1)c1cc2ccccc2o1 | ? |
| 44 | CC(C)=CCC[C@H](C)C[C@@H]1Cc2[nH]c(=S)[nH]c(=O)c2[C@@H](c2ccc(F)cc2)O1 | -26% |
| 45 | CC(C)(C)c1cc(=O)n2c(C#N)c(C#N)nc2[nH]1 | 0% |
